# Source: PubChem BioAssay (National Center for Advancing Translational Sciences (NCATS))
# TDP1 cell noCPT – qHTS for Inhibitors of human tyrosyl-DNA phosphodiesterase 1 (TDP1): qHTS in cells in absence of CPT. DT40 Tdp1-/- hTDP1 cells, no CPT, ATP luminescence, 48 h. Potency, µM (titrated, usually from 46.2 µM), inactives show at the highest dose activity change, negative = growth inhibition, hits mostly inhibitors. 15% of 420,000 active. AID 686978, 2013; also: nearly all actives have a fitted effect of over 55% in size
#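 A cellular qHTS used chicken DT40 cells lacking endogenous Tdp1 but carrying stably transfected human TDP1. Compounds were applied without camptothecin, and cell growth kinetics were judged by ATP-dependent luminescence after ≥48 hr.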
# GCN5L2 inh – GCN5L2 (KAT2A) acetyltransferase inhibition | Q92830 | GCN5L2 HAT assay, ThioGlo1 CoA-SH fluorescence | Potency, µM (top dose mostly 58.9 µM), without a hit: top-dose activity change, negative = inhibition, actives largely listed as inhibitors | 0.21% of 390,000 active
# Target sequence (Q92830 whole entry, looked up): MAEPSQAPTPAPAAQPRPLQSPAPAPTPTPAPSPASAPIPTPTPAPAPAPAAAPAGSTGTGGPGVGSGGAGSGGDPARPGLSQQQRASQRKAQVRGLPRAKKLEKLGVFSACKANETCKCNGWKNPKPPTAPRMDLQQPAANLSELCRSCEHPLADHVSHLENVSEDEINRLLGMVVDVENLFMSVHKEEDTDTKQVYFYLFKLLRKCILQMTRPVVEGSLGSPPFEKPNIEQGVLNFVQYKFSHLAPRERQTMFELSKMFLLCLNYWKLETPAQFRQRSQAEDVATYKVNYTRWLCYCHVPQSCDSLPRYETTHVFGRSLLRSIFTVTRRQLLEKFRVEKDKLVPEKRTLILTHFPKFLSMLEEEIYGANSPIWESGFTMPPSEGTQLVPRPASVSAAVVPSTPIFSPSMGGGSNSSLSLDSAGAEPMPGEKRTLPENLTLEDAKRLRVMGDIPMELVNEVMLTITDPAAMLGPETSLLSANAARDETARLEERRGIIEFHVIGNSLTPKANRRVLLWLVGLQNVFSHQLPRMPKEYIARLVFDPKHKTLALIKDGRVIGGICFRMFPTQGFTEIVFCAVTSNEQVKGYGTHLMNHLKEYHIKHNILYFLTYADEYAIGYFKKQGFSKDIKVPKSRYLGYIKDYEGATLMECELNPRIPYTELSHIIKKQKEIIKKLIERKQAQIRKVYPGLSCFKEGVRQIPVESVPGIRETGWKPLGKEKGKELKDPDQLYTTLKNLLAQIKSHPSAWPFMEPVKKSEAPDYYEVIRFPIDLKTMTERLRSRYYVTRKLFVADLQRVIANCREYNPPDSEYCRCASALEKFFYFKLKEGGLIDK
#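 GCN5L2 (20 nM) in 50mM HEPES pH 7.5, 0.1mM EDTA, 0.01% Tween-20 preincubated 15 min with compounds at room temperature. Reaction started with H3(1-25) 75uM, acetyl-CoA 70uM, ThioGlo1 50uM; CoA-thiol fluorescence (Ex340/Em540) read at 0 and 20 min.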
# TDP1 cell CPT – DT40-hTDP1 cell growth loss with CPT; 12% of 420,000 active; chicken DT40 Tdp1-/-;hTDP1 cells + 20 nM CPT, ATP luminescence, 48 h; Potency, µM (series often up to 46.2 µM), without a hit: top-dose activity change, negative = growth inhibition, most hits filed as inhibitors; AID 686979; also: nearly all actives have a fitted effect of over 55% in size
#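 Cell growth measured by CellTiter-Glo luminescence after a minimum 48 h, 37 C compound exposure with 20 nM CPT in Tdp1-knockout DT40 cells stably expressing hTDP1, seeded 400/well; qHTS titration format.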
# Active calls of the source: *; u = inconclusive; x = not tested or not shown; [ ] = dose if it differs, or a comment. Calls follow the shape of the dose curve; as a rule, active = well fitted curve in the direction sought with a large enough effect; inconclusive = small, poorly fitted or top-dose-only effect, or another doubt; inactive = no such curve, though single readings can be large; an effect the other way counts as inactive or inconclusive. % is scaled to controls: 0 for no effect and ±100 for the full control effect; potency is read from the fitted curve at half-maximal effect.
no. | structure | TDP1 cell CPT | TDP1 cell noCPT | GCN5L2 inh
1 | CCCc1ncc(C(O)c2ccc(OC)cc2)n1C (stereo unspecified) | -3.9% | -3.1% | -1.4%
2 | O=C(CN1CCCCC1)NNc1nc(-c2ccccc2)c2cc(Cl)ccc2n1 | u | u | -3.9%
3 | O=C(N/N=C/c1ccc(OC(=O)c2ccccc2Cl)cc1)c1ccc(O)cc1 | u | u | u
4 | CCC(=O)c1c[nH]c(C(=O)NCc2ccco2)c1 | 1.0% | -5.4% | -7.8%
5 | Cc1c(C(=O)N2CCCC2)oc2c1-c1[nH]ncc1CC2 | -21.0% | -27.8% | -2.3%
6 | O=C(CCCCN1CCCCC1)c1ccccc1 | -8.3% | -14.5% | x
7 | Cc1ccc(S(=O)(=O)N(C)C)cc1NC(=S)NNC(=O)C(N)=O | 14.8% | 8.0% | -8.5%
8 | COc1cc(C(=O)NS(=O)(=O)c2ccccc2C)ccc1Cc1cn(C)c2ccc(NC(=O)OC3CCCC3)cc12 | -8.9% | -18.3% | 7.08µM*
9 | CCOc1ncccc1C(=O)NNC(=O)CSc1ccc(Cl)cc1 | u | u | 2.9%
10 | CCn1ccnc1CN1CCc2c([nH]c3ccccc23)C1CC(C)C (stereo unspecified) | u | 16.4µM* | 0.5%
11 | CCOc1ccc(S(=O)(=O)N(CC)CC(=O)NCc2cccnc2)cc1C | u | u | -3.1%
12 | COc1cc2c(cc1OC)CN(CC(=O)Nc1ccc(F)cc1)CC2 | 0.1% | -8.2% | 23.2%
13 | COc1ccccc1C(=O)NC(CCSC)C(=O)NNC(=O)c1ccccc1C (stereo unspecified) | 7.2% | -3.4% | -1.0%
14 | O=C(NCCc1ccccc1)C1CCN(S(=O)(=O)c2cccnc2)CC1 | -15.7% | -5.2% | -3.5%
15 | COCC1CCCN(Cc2cn(-c3ccccc3F)nc2-c2cc(C)sc2C)C1 (stereo unspecified) | 16.4µM* | 18.4µM* | -5.7%
16 | CCOC(=O)C1(CCOC)CCN(C(C)CCc2ccc(OC)cc2)CC1 (stereo unspecified) | -2.1% | u | -0.2%
17 | COc1cccc2c(SCC(=O)N/N=C/c3ccc(O)c(O)c3)cc(C)nc12 | -27.3% | u | -8.4%
18 | COc1cccc(CN(C)C(=S)Nc2cccc(C)c2)c1 | u | u | -2.4%
19 | c1ccc(CSc2nnc3ccc(-c4ccncc4)nn23)cc1 | -4.1% | 18.7% | -15.2%
20 | CCOC(=O)c1sc2ncn(CC(=O)Nc3cc(C)cc(C)c3)c(=O)c2c1C | 3.4% | -10.6% | -0.8%
21 | Cc1cccc(OCCOC(=O)Nc2ccccc2)c1 | -3.2% | -12.9% | -3.4%
22 | CN(CC(=O)Nc1ccccc1Cl)C(=O)Cn1cc(C(F)(F)F)cc(Cl)c1=O | -11.3% | 13.5% | 3.7%
23 | O=C(Nc1ccccc1C(=O)NCCc1ccccc1)c1cnccn1 | -2.1% | -10.7% | -3.9%
24 | O=C(NCc1ccccc1)c1ccc(CN(c2ccccn2)S(=O)(=O)c2ccccc2)cc1 | -15.1% | -16.0% | u
25 | O=c1[nH]c(C2CCN(S(=O)(=O)/C=C/c3ccccc3)CC2)nc2c1nnn2Cc1ccc(F)cc1 | 20.6µM* | 18.4µM* | -13.1%

# (next part)
no. | structure | TDP1 cell CPT | TDP1 cell noCPT | GCN5L2 inh
26 | COc1ccccc1-c1ccc2ncnc(NCc3ccccc3)c2c1 | u | u | -18.2%
27 | CCOc1ccccc1NC(=O)CN(CCc1ccccc1)S(=O)(=O)c1ccc(C)cc1 | u | 16.4µM* | -11.2%
28 | CC(=O)NC1=NN(C(C)=O)C(C)(c2ccco2)S1 (stereo unspecified) | -7.4% | -17.3% | -2.4%
29 | O=C(NC1CCSC1)c1cccc(Cl)c1 (stereo unspecified) | 30.2%[activator] | -2.6% | -7.0%
30 | O=C(c1cccs1)C1C(c2ccc(Br)cc2)NC(=S)NC1(O)C(F)(F)F (stereo unspecified) | 2.1% | -27.6% | -2.2%
31 | O=C(NC(=S)N1CCOCC1)c1cn(-c2ccccc2)nc1-c1ccc(F)cc1 | u | u | -1.4%
32 | O=C(Cc1cccs1)N(CC1CCCO1)C1(C(=O)NC2CCCCC2)CCCCC1 (stereo unspecified) | u | u | -2.5%
33 | CC(C)COc1ccc(CSCCNC(=S)Nc2ccccc2)cc1 | u | 14.6µM* | u
34 | O=[N+]([O-])c1c(NCc2ccccc2)cc(N2CCc3ccccc3C2)c2nonc12 | u | 20.6µM* | 1.1%
35 | CC(C)(C#CCN1CCCC1)OCCC#N | -12.3% | -15.3% | 1.6%
36 | CC(C)CNC(=O)c1cccc(NC(=O)COc2cccc([N+](=O)[O-])c2)c1 | u | u | 15.8%
37 | CCOC(=O)c1sc2nc(C)c3c(c2c1N)CC(C)(C)OC3 | -8.3% | -27.1% | -17.4%
38 | CCN(CC)S(=O)(=O)c1ccc(NC(=O)Nc2cccc(C(F)(F)F)c2)cc1 | 2.59µM* | 2.59µM* | -4.0%
39 | CCN(C(=O)Cn1cnc2sc(C)c(S(=O)(=O)N3CCN(c4ncccn4)CC3)c2c1=O)c1ccccc1F | -17.6% | u | -6.4%
40 | CC(C)=CC(=O)Nc1nnc(-c2ccccc2C)s1 | 2.5% | 0.2% | 3.0%
41 | N#Cc1ccc(CSc2nnc(NC(=O)c3ccc4ncsc4c3)s2)cc1 | 12.4% | 0.9% | -4.1%
42 | Cc1ccc(Cn2cc(CCC(=O)NCC(C)c3ccccc3)c3ccccc32)cc1 (stereo unspecified) | u | 16.4µM* | -10.9%
43 | Cc1cccc(NS(=O)(=O)c2cccc(C(=O)N3CCCC3)c2)c1 | -0.4% | u | -3.1%
44 | CN(C)CCN(C(=O)C1=COCCO1)c1nc2ccc(Cl)cc2s1 | u | -15.7% | -1.3%
45 | COc1ccccc1NC(=O)Nc1ccc(F)c(F)c1 | -18.8% | u | -10.6%
46 | Cc1ccc(CS(=O)(=O)c2cn(CC(=O)Nc3ccon3)c3ccccc23)cc1 | 14.9% | u | -8.0%
47 | COc1ccc(CNC(=O)c2cc(-c3cccs3)on2)cc1 | -25.3% | -29.5% | 1.9%
48 | O=[N+]([O-])c1ccc(CCNc2cccc3ccccc23)c([N+](=O)[O-])c1 | u | -10.5% | 6.4%
49 | CCOc1ccc(-c2nc(CNC(=O)Nc3ccccc3)c(C)o2)cc1 | -25.5% | -12.6% | 9.9%
50 | Cc1ccc(-n2ccnc(SCC(=O)NC3CCCCC3)c2=O)cc1F | u | u | -2.5%

# (list continues)
no. | structure | TDP1 cell CPT | TDP1 cell noCPT | GCN5L2 inh
51 | O=C1[C@H](Cc2ccccc2)NCC=CC[C@@H](c2ccco2)N1Cc1ccccc1 | u | u | x
52 | Cc1c(-c2cc(C(=O)O)no2)cnn1C | 4.4% | -5.2% | -1.3%
53 | CC(=O)c1ccc(N2CCN(C(=O)c3cc(C)on3)CC2)cc1 | -20.2% | -7.8% | -4.8%
54 | Cc1ccc(S(=O)(=O)N(C)C)cc1NC(=S)NCCCn1ccnc1 | -3.6% | 5.6% | 2.6%
55 | Cc1ccc(-c2nc(=O)[nH]c3ccc(Br)cc23)cc1 | u | u | -8.3%
56 | Cc1ccc(NS(=O)(=O)c2cccc(C(=O)O)c2)c(C)c1 | -0.6% | 2.0% | -2.9%
57 | CN(Cc1ccccc1)C(=O)CSc1c2c(nc3ccc(Cl)cc13)CCCC2 | u | 16.4µM* | -7.1%
58 | COC(=O)c1ccc(/C=C2/C(=O)Oc3ccccc32)cc1 | 0.0% | -21.5% | -0.8%
59 | COc1ccc(-c2nc3ccc(Cl)cn3c2Cc2ccc(C)cc2)cc1OC | u | u | x
60 | CC(C)(C)NC[C@H](O)COc1cccc2c1CCCC2=O | -5.1% | -19.4% | -6.9%
61 | CCn1cc(C(=O)OCC(=O)OC2CC(C)CCC2C(C)C)c(=O)c2ccc(C)nc21 (stereo unspecified) | 18.4µM* | u | -22.4%
62 | COc1ccc(C(=O)c2cc([N+](=O)[O-])ccc2N2CCN(C)CC2)cc1 | 2.59µM* | 3.26µM* | -12.9%
63 | Cc1nc2nc(NC(=O)c3ccco3)[nH]n2c(=O)c1C | 3.4% | 15.2% | -20.7%
64 | Cc1nnc2c(NCCC(C)C)nc3ccccc3n12 | 4.6% | -4.3% | -0.5%
65 | O=c1c(-c2ccccc2)nc(-c2ccccc2)cn1O | 4.0% | -5.1% | -7.5%
66 | COc1ccc(C(=O)N(Cc2ccccc2)c2ccc(C)cc2)cc1S(=O)(=O)N1CCOCC1 | u | 14.6µM* | -5.5%
67 | CS(=O)(=O)Nc1ccc(-c2cncc3nccn23)cc1 | -1.8% | u | x
68 | COc1ccc2[nH]c(-c3cccc(F)c3)cc(=O)c2c1 | 0.326µM* | 0.231µM* | 7.0%[88.6 µM]
69 | CN(CC(=O)Nc1ccccc1-c1ccccc1)Cc1ccccc1Cl | u | u | -10.4%
70 | CC(C)(C)NC(=O)CN(Cc1ccc2c(c1)OCO2)C(=O)CCC(=O)Nc1nccs1 | 18.2% | -7.5% | -1.4%
71 | COc1ccc(-c2nn(-c3ccccc3)cc2/C=C2/SC(=S)N(CCC(=O)O)C2=O)cc1 | -25.6% | u | u
72 | Cc1cccc(C)c1NC(=O)c1sc(Cl)nc1C | -18.9% | -14.6% | 0.9%
73 | COc1ccc(OC)c(NC(=O)COC(=O)C2CCCCC2)c1 | -9.5% | -1.6% | 1.2%
74 | Cc1noc(NC(=O)c2ccccc2Cl)c1C#N | 3.7% | -25.5% | 8.2%
75 | O=C(NCc1ccncc1)c1ccc(Cn2cc(C(F)(F)F)ccc2=O)cc1 | -9.8% | -26.1% | -0.1%

# The listing continues:
no. | structure | TDP1 cell CPT | TDP1 cell noCPT | GCN5L2 inh
76 | Brc1ccc(-c2nc(-c3ccncc3)no2)cc1 | -1.8% | 1.1% | -1.7%
77 | COc1ccccc1C(=O)COC(=O)Cn1c(C)csc1=O | -18.1% | u | -7.2%
78 | O=C(CSc1nnc2c(n1)[nH]c1ccc(S(=O)(=O)N3CCOCC3)cc12)Nc1ccccc1Cl | u | -23.1% | 1.9%
79 | O=C(NCc1ccccn1)C(=O)Nc1cc2c3c(c1)CC(=O)N3CCC2 | -4.8% | -13.0% | 0.6%
80 | CC1CCCN(C(=O)c2cc3c(=O)n(C)c4ccccc4c3s2)C1 (stereo unspecified) | -4.1% | 0.0% | -3.3%
81 | COc1cc(C(=O)NCc2nnc(SCC(=O)Nc3cccc(C(F)(F)F)c3)o2)cc(OC)c1OC | 0.3% | 6.9% | u

# 16 neighbouring entries from above, for reference:
no. | structure | TDP1 cell CPT | TDP1 cell noCPT | GCN5L2 inh
1 | CCCc1ncc(C(O)c2ccc(OC)cc2)n1C (stereo unspecified) | -3.9% | -3.1% | -1.4%
2 | O=C(CN1CCCCC1)NNc1nc(-c2ccccc2)c2cc(Cl)ccc2n1 | u | u | -3.9%
3 | O=C(N/N=C/c1ccc(OC(=O)c2ccccc2Cl)cc1)c1ccc(O)cc1 | u | u | u
4 | CCC(=O)c1c[nH]c(C(=O)NCc2ccco2)c1 | 1.0% | -5.4% | -7.8%
5 | Cc1c(C(=O)N2CCCC2)oc2c1-c1[nH]ncc1CC2 | -21.0% | -27.8% | -2.3%
6 | O=C(CCCCN1CCCCC1)c1ccccc1 | -8.3% | -14.5% | x
7 | Cc1ccc(S(=O)(=O)N(C)C)cc1NC(=S)NNC(=O)C(N)=O | 14.8% | 8.0% | -8.5%
8 | COc1cc(C(=O)NS(=O)(=O)c2ccccc2C)ccc1Cc1cn(C)c2ccc(NC(=O)OC3CCCC3)cc12 | -8.9% | -18.3% | 7.08µM*
9 | CCOc1ncccc1C(=O)NNC(=O)CSc1ccc(Cl)cc1 | u | u | 2.9%
10 | CCn1ccnc1CN1CCc2c([nH]c3ccccc23)C1CC(C)C (stereo unspecified) | u | 16.4µM* | 0.5%
11 | CCOc1ccc(S(=O)(=O)N(CC)CC(=O)NCc2cccnc2)cc1C | u | u | -3.1%
12 | COc1cc2c(cc1OC)CN(CC(=O)Nc1ccc(F)cc1)CC2 | 0.1% | -8.2% | 23.2%
13 | COc1ccccc1C(=O)NC(CCSC)C(=O)NNC(=O)c1ccccc1C (stereo unspecified) | 7.2% | -3.4% | -1.0%
14 | O=C(NCCc1ccccc1)C1CCN(S(=O)(=O)c2cccnc2)CC1 | -15.7% | -5.2% | -3.5%
15 | COCC1CCCN(Cc2cn(-c3ccccc3F)nc2-c2cc(C)sc2C)C1 (stereo unspecified) | 16.4µM* | 18.4µM* | -5.7%
16 | CCOC(=O)C1(CCOC)CCN(C(C)CCc2ccc(OC)cc2)CC1 (stereo unspecified) | -2.1% | u | -0.2%
